West Nile antiviral: West Nile virus antiviral activity, cell-based, CPE readout (AID 1621). West Nile virus-infected cells, CPE inhibition; higher % means a stronger effect. CPE inhibition, % at 10 µM; hits with a dose series show IC50 in µM. 290,000 compounds, 0.02% hits; in the data active = a potency from the dose series; inconclusive = CPE inhibition mostly from about 3.7% at the one dose, without a potency; inactive = the rest, 99 in 100 with CPE inhibition below about 2.2%; note: strong numbers were not always called active
WT yeast gro inh: growth inhibition of WT yeast, mitochondrial fusion screen. inhibition, % at 10 µM. AID 1362. 190,000 compounds, 2.1% hits. mitochondrial fusion phenotypic screen, WT strain; in the data active = inhibition above about 58%; tested in S. cerevisiae
Salmonella PhoP GFP: inhibitors of PhoP regulon expression, primary screen, Salmonella Typhimurium, GFP reporter (AID 1863). S. Typhimurium PhoP-regulated promoter GFP reporter, 4 h; higher % means a stronger effect. one-dose inhibition, % at 50 µM; IC50 in µM for titrated hits. 300,000 compounds, 0.16% hits;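 active = inhibition over 29.93%, a cutoff 3 SD above the screen mean, later confirmed by dose response; inconclusive = inhibition over 29.93% but no dose response follow-up; inactive = inhibition at most 29.93% or unconfirmed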;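 note: 0% = low Mg2+ inducing control and 100% = high Mg2+ repressing control; strong numbers were not always called active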
RSV antiviral HEp-2: RSV antiviral activity via CPE protection, HEp-2 cells, primary 10 µM value included (AID 2391); HEp-2 cells, RSV-induced CPE inhibition; higher % means a stronger effect; 310,000 compounds, 0.13% hits; one-dose CPE inhibition, % at 10 µM; IC50 in µM for titrated hits; in the data active = a potency from the dose series; inconclusive = CPE inhibition mostly from about 23% at the one dose, without a potency; inactive = the rest, 99 in 100 with CPE inhibition below about 21%; note: strong numbers were not always called active
bCat nuc transl: beta-catenin nuclear translocation modulation; HeLa beta-catenin nuclear translocation, immunofluorescence imaging; nuclear translocation activity, % at 5 µM; 190,000 compounds, 0.3% hits; AID 1665;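 active = nuclear translocation activity above 50% at 5 µM, with a well cell count of 50 or more; inconclusive = wells under 50 cells across six images, flagged as toxic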;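 note: per-cell ratio of nuclear to cytoplasmic median beta-catenin stain intensity; plate controls were DMSO negative control for no effect and GSK-3 inhibitor IX positive control for full effect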
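Read-out: Nuclear/cytoplasmic beta-catenin signal ratio, % activation | Assay system: Human HeLa cell line | Times: 24 h compound exposure at 37°C, 5% CO2 | Signal: Fluorescence imaging of beta-catenin antibody stain plus DAPI | Dosing: 5 µM primary, 0.02–20 µM confirmation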
Myeloid diff 2: promotes myeloid progenitor differentiation; 360,000 compounds, 1% hits; AID 624256; ER-HoxA9 myeloid progenitors, lysozyme-GFP differentiation, flow cytometry; calls only at 10 µM;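 active = normalized GFP-positive differentiation at or above the plate's own cutoff, the solvent-only control mean plus 3 SD; inconclusive = no clear call, values can overlap the other calls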;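 note: cells exposed to compound for four days before flow analysis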
T cell modulator: T cell immune modulators affecting CD8 T cell-vesicle binding | calls only at 7 µM | 330,000 compounds, 0.068% hits | 2C CD8+ T cell-vesicle binding, flow cytometry; hits give low values;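 active = response, share of CD8 T cells binding vesicles, and their 90th percentile fluorescence all below set limits, cut at about 80% in these data, passing the limit was not always enough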
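Test system: purified 2C TCR transgenic mouse naive CD8+ T cells. Probe or stimulus: QL9-peptide-loaded Drosophila micro-vesicles bearing Ld, ICAM-1 and B7-1. Incubation: binding step 1.5 h, 37 °C, antibody labelling 20 min, ice. Measured by: flow cytometry of vesicle-bound cells.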
Large T inhibition: TAg ATPase/helicase activity blockers – biochemical (AID 1903); SV40 large T antigen ATPase/helicase inhibition assay; higher % means a stronger effect; inhibition, % at 20 µM, or IC50 in µM where a hit was titrated; 310,000 compounds, 0.39% hits; in the data active = a potency from the dose series; inconclusive = inhibition mostly from about 32% at the one dose, without a potency; inactive = the rest, 99 in 100 with inhibition below about 32%; note: strong numbers were not always called active
Rac1 GTP hydrolysis: MgcRacGAP GTPase-activating activity inhibitors, confirmation, biochemical, ADP Hunter fluorescence | one-dose inhibition, % at 30 µM; IC50 in µM for titrated hits | 340,000 compounds, 0.6% hits | MgcRacGAP-stimulated Rac1 GTP hydrolysis, ADP Hunter fluorescence; higher % means a stronger effect; GST-tagged Rac1 F28L mutant substrate | AID 624330;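 active = first-screen hits whose inhibition reached a set limit at any dose in the follow-up dose series; inconclusive = inhibition above the set first-screen limit but never retested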;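 note: fluorescence reports GDP produced by GAP-driven GTP hydrolysis; strong numbers were not always called active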
WT yeast gro inh mutant strain: also measured in WT yeast gro inh; calls as there; inhibition, %; mitochondrial fusion phenotypic screen, mutant strain inhibition
bCat nuc transl cell count 5 µM: recorded beside bCat nuc transl, whose call it bears; cell count; measured here: cell count, cytotoxicity flag
T cell modulator vesicle-bound %: further read-out of T cell modulator, marked with its call; double positive events, %; measured here: CD8+ vesicle-bound cell fraction;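 binding gate set so that unloaded-vesicle control wells show 10% double positive cells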
Myeloid diff 2 GFP+ MAC1+ %: also measured in Myeloid diff 2; calls as there; GFP+ MAC1+ double positive, %; measured here: differentiation confirmed by MAC1 staining
Active calls of the source: *; i = inactive; ? = inconclusive; . = not tested or not shown.

SMILES | West Nile antiviral | WT yeast gro inh | WT yeast gro inh mutant strain | Salmonella PhoP GFP | RSV antiviral HEp-2 | bCat nuc transl | bCat nuc transl cell count 5 µM | Myeloid diff 2 | Myeloid diff 2 GFP+ MAC1+ % | T cell modulator | T cell modulator vesicle-bound % | Large T inhibition | Rac1 GTP hydrolysis
CS(=O)(=O)c1ccc(NC(=O)c2ccc3c(c2)S(=O)(=O)N=C2CCCCCN23)cc1 | . | . | . | 2% | -1.4% | . | . | i | 0.7 | i | 42 | 7% | 3%
O=C1CC(NS(=O)(=O)c2cccs2)CN1c1cccc(F)c1 (stereo unspecified) | . | . | . | 11% | -0.4% | . | . | i | 0.6 | i | 46 | 9% | 12%
O=C(NC1CCSC1=O)c1ccc(Cl)cc1 (stereo unspecified) | 1.4% | 3 | 8 | -2% | 0.7% | -4.9 | 1126 | i | 5.9 | i | 54 | 7% | 8%
C=Cc1ccc2c(c1)N(C)C(=C)S2 | 0.2% | -2 | 1 | 3% | 1.1% | -0.9 | 1110 | i | 0.1 | i | 50 | 33% | 30%
O=C(NC1CC(=O)N(c2ccc(Cl)cc2)C1)C1CC1 (stereo unspecified) | . | . | . | 6% | 1.1% | . | . | i | 0.9 | i | 49 | 2% | 3%
O=C(NC1CCCCC1)C(=S)N1CCCC1 | 0.0% | -8 | 8 | 1% | 2.3% | 0.8 | 1551 | i | 0.6 | i | 28 | 7% | 4%
O=C(c1ccc(Cl)cc1Cl)c1ncc(C(F)(F)F)cc1Cl | 0.6% | 10 | -5 | -1% | . | -0.5 | 1409 | i | 5.2 | i | 38 | 6% | 11%
COc1cccc(-c2cc(C(=O)Nc3cccnc3)no2)c1 | -0.6% | 11 | -8 | 19% | 0.7% | 111* | 466* | i | 0.8 | i | 14 | 2% | 3%
Cc1ccc(N=C2NC(=O)c3cc([N+](=O)[O-])ccc32)cc1 | -0.3% | 12 | -6 | -6% | 1.3% | -1.1 | 1022 | i | 0.4 | i | 36 | 7% | 4%
CC1(C)Cc2c(cnn2-c2ccc(F)cc2)C(NC(=O)c2ccco2)C1 (stereo unspecified) | -0.8% | . | . | -1% | 0.0% | . | . | i | 4.0 | i | 10 | 26% | 6%
O=C(/C=C/c1ccc(Cl)c(Cl)c1)NCc1ccco1 | -0.6% | 11 | 7 | -1% | 4.8% | . | . | i | 0.7 | i | 52 | 0% | 1%
COc1ccc(-n2nc(C(=O)Nc3nc4ccc(OC)cc4s3)c3ccccc3c2=O)c(OC)c1 | -0.1% | 18 | 10 | -17% | 4.6% | -0.7 | 946 | . | . | i | 43 | 0% | .
Cc1ccc(NC(=O)c2ccc(N3CCCC3=O)cc2)cc1S(=O)(=O)N1CCCCC1 | . | . | . | . | 0.7% | . | . | i | 0.4 | i | 32 | . | 5%
CCc1ccccc1NC(=O)C(Cc1cccc(OC)c1OC)c1nn[nH]n1 (stereo unspecified) | 0.8% | 12 | 25 | -3% | 1.3% | -9.0 | 1214 | i | 0.8 | i | 52 | 5% | 6%
Cc1ccc(OCc2nnc(N)s2)cc1 | -0.5% | -16 | -17 | 0% | 2.5% | 1.4 | 983 | i | 0.6 | i | 47 | 3% | 1%
O=C(CSc1nnnn1-c1cccnc1)Nc1cccc(Cl)c1 | -0.3% | . | . | 12% | 1.1% | . | . | . | . | i | 16 | -7% | 4%
CC(C)(O)C#Cc1ccc(C(=O)NCCc2ccc(S(N)(=O)=O)cc2)cc1 | 0.3% | -10 | -15 | -3% | 0.3% | -1.2 | 1058 | i | 0.3 | i | 24 | 12% | 6%
CCCCOC(=O)C1C2C=C[C@]3(CN(CCCOC)C(=O)[C@H]13)O2 (stereo partly specified) | -0.1% | -5 | 0 | -5% | -0.6% | -6.2 | 930 | i | 1.2 | i | 27 | 5% | 9%
CN(Cc1ccccc1)C(=O)COc1ccccc1 | 0.0% | -5 | 0 | 4% | 2.1% | -3.1 | 1242 | i | 1.4 | i | 10 | 3% | 8%
COc1ccc(Cn2c(C)nc([N+](=O)[O-])c2SCC(=O)O)cc1[N+](=O)[O-] | -0.3% | -10 | -15 | . | -1.9% | -1.0 | 967 | i | 0.4 | i | 42 | . | .
COc1cccc(C(=O)Nc2ccc(Cl)c(C(F)(F)F)c2)c1 | -0.3% | -4 | 0 | 6% | 6.4% | -1.8 | 1106 | i | 0.4 | i | 28 | 17% | 7%
Cc1ccc(-n2ccc(=O)c(-c3ccnc(SCc4cccc(Cl)c4)n3)n2)cc1 | -0.1% | -9 | -36 | 0% | 2.6% | -0.6 | 1321 | i | 0.7 | i | 30 | 7% | 1%
COc1ccccc1NC(=O)Cn1c(=O)oc2ccccc21 | -0.2% | 1 | 53 | 3% | 1.5% | 0.2 | 1120 | i | 1.5 | i | 40 | 5% | 2%
CC(C)(C)c1ccc(S(=O)(=O)Nc2ccccn2)cc1 | -0.6% | 8 | -7 | 5% | 6.7% | 0.2 | 1467 | i | 0.7 | i | 45 | 8% | -3%
O=C(COC(=O)CCC(=O)c1ccc(Cl)cc1)NCCc1ccccc1 | -0.2% | 20 | 23 | 3% | 2.1% | 2.4 | 929 | i | 0.3 | i | 34 | 14% | 2%

Next section:
SMILES | West Nile antiviral | WT yeast gro inh | WT yeast gro inh mutant strain | Salmonella PhoP GFP | RSV antiviral HEp-2 | bCat nuc transl | bCat nuc transl cell count 5 µM | Myeloid diff 2 | Myeloid diff 2 GFP+ MAC1+ % | T cell modulator | T cell modulator vesicle-bound % | Large T inhibition | Rac1 GTP hydrolysis
Cc1ccc(-c2nc(CSCC(=O)N3CCN(C(=O)c4ccco4)CC3)c(C)o2)cc1 | 0.0% | 8 | 0 | 5% | 0.6% | . | . | i | 0.8 | i | 28 | 1% | 12%
Cn1c(NNC(=O)/C=C/c2ccc3c(c2)OCO3)cc(=O)n(C)c1=O | 0.0% | . | . | 5% | -0.4% | 0.8 | 1265 | i | 0.7 | i | 37 | 18% | 10%
Cc1ccc(CSCC(=O)NCCCN2CCOCC2)cc1 | 0.0% | -7 | -1 | -10% | -0.2% | -1.0 | 1031 | i | 0.2 | i | 46 | 8% | 10%
CCOC(=O)c1c(C)[nH]c(C(=O)OC(C)C(=O)NCc2ccccc2)c1C (stereo unspecified) | . | . | . | -1% | 2.4% | . | . | i | 1.2 | i | 34 | 1% | 7%
CCOc1ccc(N2C(=O)C(c3ccccc3)=C(c3nc4ccccc4s3)C2NC(C)=O)cc1 (stereo unspecified) | -0.4% | 39 | 7 | -1% | 0.4% | . | . | i | 0.8 | i | 41 | 7% | -3%
Cc1cc(C)cc(NC(=S)NCCCN2CCOCC2)c1 | -0.3% | 0 | -14 | -2% | -0.2% | 0.3 | 992 | i | 0.0 | i | 61 | 5% | 4%
Cc1ccnc(N2CCN(C(=O)CSc3nc4ccccc4nc3N3CCC(C)CC3)CC2)c1 | -0.9% | 27 | -7 | -1% | -1.3% | -0.5 | 1152 | i | 0.8 | i | 37 | 16% | 4%
COc1cccc(NC(=O)Cn2nnc(C(=O)NCc3ccc4c(c3)OCO4)c2N)c1 | 0.2% | . | . | 6% | 4.7% | . | . | i | 2.6 | i | 21 | 1% | -2%
Cc1ccc(-n2nc3ccc(N)cc3n2)cc1 | 0.0% | 19 | 15 | 3% | 8.4% | -6.9 | 1242 | i | 0.7 | i | 65 | -5% | 10%
COc1ccc(N2CCN(C(=O)Cn3c(=O)c4cccn4c4cccnc43)CC2)cc1 | 0.1% | . | . | -5% | ? | . | . | i | 2.7 | i | 27 | 15% | 31%
O=C1CCC2CCCCC2(O)O1 (stereo unspecified) | 0.1% | -18 | -12 | 6% | 1.7% | -7.2 | 1023 | i | 4.3 | i | 37 | 9% | -2%
Cc1cc(=O)oc(C)c1C(=O)OCC(=O)c1ccccc1 | 0.9% | 16 | 13 | 5% | 1.5% | -3.1 | 1027 | i | 1.3 | i | 43 | 16% | 6%
CCc1nnc(NC(=O)CSc2nnc(-c3ccccc3NC(=O)c3ccccc3)o2)s1 | -0.2% | -16 | -9 | -11% | 0.3% | 2.2 | 1122 | i | 2.4 | i | 13 | 16% | 6%
COc1ccc(N(C(=O)CCl)C(C)(C(=O)Nc2c(C)cccc2C)c2ccccn2)cc1 (stereo unspecified) | -1.2% | -19 | -20 | -15% | 0.8% | -2.0 | 1177 | i | 0.6 | i | 47 | 4% | 4%
Cc1ccc(S(=O)(=O)c2nc(NN(C)C)sc2Cl)cc1 | -1.5% | 20 | -2 | -7% | 4.9% | -2.5 | 1070 | i | 0.8 | i | 23 | 9% | 5%
COc1ccc(C(=O)C(CCC(CNC(C)(C)C)C(=O)c2ccc(OC)cc2)CNC(C)(C)C)cc1 (stereo unspecified) | -1.8% | 13 | 3 | 13% | -2.2% | 13 | 264 | ? | . | i | 43 | -8% | 3%
CCOc1ccc(NC(=O)NC(=O)N(C)S(=O)(=O)c2ccc(C)cc2)cc1 | 0.4% | 4 | 4 | -6% | 0.5% | 0.4 | 1029 | i | 0.3 | i | 39 | 9% | 2%
COc1ccc(C(C)=O)cc1COC(=O)c1cc(C)oc1C | 0.0% | -11 | -11 | -2% | 7.0% | -8.6 | 1055 | i | 1.4 | i | 41 | 6% | 6%
CCc1ccc(OCC(=O)NNC(=O)CSc2ncnc3sc(C)c(C)c23)cc1 | -0.3% | 0 | -4 | 3% | 2.6% | 0.3 | 1187 | i | 7.0 | i | 16 | 7% | -3%
CCNCc1cc2cc(C)ccc2[nH]c1=O | 0.1% | -9 | -15 | 21% | 5.7% | . | . | i | 5.8 | i | 9 | 7% | -6%
C/C(=N\NC(=O)c1cccc(S(=O)(=O)Nc2ccccc2Cl)c1)c1ccco1 | -0.6% | -10 | 0 | -13% | 3.8% | -2.3 | 1144 | i | 0.3 | i | 26 | 12% | 4%

High-throughput results deposited in PubChem by several laboratories.
